RXFP1 ag: RXFP1 (human) receptor agonism | actives 0.3% (n = 370,000) | Q9HBX9 | Potency, µM (series often up to 57.5 µM), inactives show top-dose activation, most hits filed as activators | HEK293T-RXFP1 cAMP TR-FRET, 30 min; response scale: percent of porcine relaxin response, buffer zero; note: potency is the fitted concentration of half-maximal effect; % is set by controls: 0 for no effect and ±100 for the full control effect; nearly all actives have a fitted effect of over 60% in size; many of its hits are not listed in these tables
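HEK293 cells stably expressing RXFP1, treated 30 min at 37C with compounds plus PDE4 inhibitor Ro 20174; cAMP measured by HTRF TR-FRET. Normalized to buffer and 29 nM porcine relaxin; EC50 by Hill fit.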
D1 PAM: potentiators of human D1 dopamine receptor; HEK293 TREx D1 cells, calcium flux, dopamine EC20 potentiation; potentiation, % at 10 µM; actives 0.036% (n = 360,000); P21728; in the data active = potentiation above about 30%; note: 0% is about no effect
Vif-A3F inh: inhibitors of Vif-A3F interaction. HeLa A3F-eYFP + Vif (tagged APOBEC3F with the HIV-1 protein that degrades it), YFP fluorescence increase. Potency, µM (series often up to 46.1 µM), for the others: at the highest dose activity, negative = active. actives 0.2% (n = 390,000); note: potency is the fitted concentration of half-maximal effect; % of control where 0% means no effect; nearly all actives have a fitted effect of over 65% in size
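HeLa cells stably expressing A3F-eYFP plus Vif, plated and incubated overnight at 37 deg C, then exposed to compounds overnight at 37 deg C. Blocked degradation read as raised yellow fluorescence (Ex 488/Em 500-530).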
D1 agonist: activates the human D1 dopamine receptor | P21728 | activation, % at 2 µM | HEK293 T-REx D1 cells, calcium flux, agonist mode | actives 1% (n = 360,000) | AID 504660; in the data active = activation above about 30%; note: 0% is about no effect
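Agonism was scored from calcium flux recorded over 180 s (1 read/s) after pintool compound addition, following a 10-cycle baseline. Cells were inducible force-coupled HEK293 TREx D1, plated overnight at 30 C and loaded with no-wash calcium dye.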
Vif-A3G inh: inhibitors of Vif-APOBEC3G interaction; Potency, µM (highest dose often 46.1 µM), for the others: at the top dose activity, negative = active, hits mostly inhibitors; actives 0.076% (n = 410,000); Q9HC16; HeLa A3G-eYFP + Vif (tagged APOBEC3G with the HIV-1 protein that degrades it), YFP fluorescence, overnight;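 note: potency is the fitted concentration of half-maximal effect; % is set by controls: 0 for no effect and ±100 for the full control effect; nearly all actives have a fitted effect of over 60% in size; hits raise eYFP signal because A3G escapes Vif-driven loss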
Target sequence (Q9HC16 whole entry, looked up): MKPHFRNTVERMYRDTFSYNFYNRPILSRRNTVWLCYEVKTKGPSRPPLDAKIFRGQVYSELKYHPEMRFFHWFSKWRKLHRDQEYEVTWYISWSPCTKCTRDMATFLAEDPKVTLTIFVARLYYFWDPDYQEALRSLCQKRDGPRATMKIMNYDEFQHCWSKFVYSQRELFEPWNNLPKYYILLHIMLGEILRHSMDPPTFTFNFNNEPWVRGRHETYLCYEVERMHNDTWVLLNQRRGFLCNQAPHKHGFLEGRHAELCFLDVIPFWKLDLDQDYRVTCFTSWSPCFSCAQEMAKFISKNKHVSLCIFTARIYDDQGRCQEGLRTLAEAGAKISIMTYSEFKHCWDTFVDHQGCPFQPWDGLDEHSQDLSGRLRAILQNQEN
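Read-out is eYFP fluorescence (Ex 488/Em 500-530) from Vif-expressing HeLa A3G-eYFP cells; more signal means A3G escaped Vif-mediated degradation. Cells plated overnight, compound pinned in, incubated overnight at 37 deg C.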
Glioma ERSR ind: induces the endoplasmic reticulum stress response in human glioma cells. U87-MG GRP78 promoter luciferase reporter, 16 h. Potency, µM, inactives show top-dose activation, usual class: activators. actives 0.02% (n = 420,000); note: potency is the fitted concentration of half-maximal effect; series mostly up to about 76 µM; % of control where 0% means no effect; nearly all actives have a fitted effect of over 35% in size
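Stably transfected U87-MG glioma cells carrying a GRP78-based luciferase sensor; 16 h compound incubation. Luminescence end-point read 10 min after Bright-Glo addition at room temperature.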
D2 potentiator: D2 dopamine receptor (human) potentiation. P14416. HEK293 T-REx D2, calcium flux, EC20 dopamine potentiation. potentiation, % at 10 µM. actives 0.34% (n = 340,000);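 active = potentiation over 3 SD above the plate norm, cut at about 30% in these data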; note: 0% is about no effect
Target sequence (P14416 whole entry, looked up): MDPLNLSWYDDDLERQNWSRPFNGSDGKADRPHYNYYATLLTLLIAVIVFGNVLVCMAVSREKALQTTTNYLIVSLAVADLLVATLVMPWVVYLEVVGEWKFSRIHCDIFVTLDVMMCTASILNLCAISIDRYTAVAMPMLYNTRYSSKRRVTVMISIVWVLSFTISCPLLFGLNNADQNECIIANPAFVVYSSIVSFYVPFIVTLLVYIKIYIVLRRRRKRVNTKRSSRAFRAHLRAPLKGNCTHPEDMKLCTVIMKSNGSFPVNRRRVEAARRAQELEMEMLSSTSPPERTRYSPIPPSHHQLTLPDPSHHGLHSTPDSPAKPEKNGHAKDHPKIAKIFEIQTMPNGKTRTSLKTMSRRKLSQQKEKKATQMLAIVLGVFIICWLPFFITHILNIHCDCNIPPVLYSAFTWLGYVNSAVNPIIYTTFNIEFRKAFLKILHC
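Tetracycline-induced Hek293 Trex D2 cells, force-coupled to calcium, loaded with no-wash calcium dye. Compound added with 180 s kinetic read for agonism, then EC20 dopamine and a further 180 s read for potentiation.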
LDHA inh: inhibitors of human lactate dehydrogenase A. P00338. purified LDHA, NADH/diaphorase-resazurin fluorescence; stronger effect = lower value. activity change, % (values are at about 110 or 230 µM). actives 0.15% (n = 480,000). AID 1347041; in the data active = activity change below about -30%; inconclusive = mostly about -25% to -30%;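 note: plate controls were DMSO wells for no effect and wells without enzyme for full effect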
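Enzyme activity of human lactate dehydrogenase 5 (2 nM; 0.06 mM NADH, 0.2 mM pyruvate, 5 min, RT) is measured via a resazurin/diaphorase fluorescence readout of residual NADH.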
D1 antag: human D1 dopamine receptor antagonism. HEK293 TREx D1 cells, calcium flux, dopamine EC80; stronger effect = lower value. actives 3.2% (n = 360,000). P21728. activity change, negative = inhibition, % at 10 µM. AID 504652; in the data active = activity change below about -30%; note: % is set by controls: 0 for no effect and ±100 for the full control effect
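Compound effects on dopamine-evoked calcium signalling were measured in tetracycline-induced HEK293 Trex D1 cells. Dopamine at EC80 followed a 180 s compound pre-read, and fluorescence was tracked kinetically for 180 s more.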
* = called active by the depositor; ? = inconclusive; . = no result given; & = joins results of further samples. Unless noted, calls come from the whole dose curve; as a rule, active = well fitted curve in the direction sought with a large enough effect; inconclusive = small, poorly fitted or top-dose-only effect, or another doubt; inactive = no such curve, though single readings can be large; an effect the other way counts as inactive or inconclusive.

Values in the order – RXFP1 ag, D1 PAM, Vif-A3F inh, D1 agonist, Vif-A3G inh, Glioma ERSR ind, D2 potentiator, LDHA inh, D1 antag
CC(C)NC(=S)NC(=O)/C=C/c1ccc(F)cc1
→ 1.7%, -12, 1%, 2, 1%, 3%, 0, -5, -81*
Cc1ccc(CNC(=O)c2ccc(Cn3nc(C)cc3C)o2)cc1
→ 4.5%, -7, -14%, 0, 2%, -6%, 5, 1, 17
Cc1sc2ncnc(-n3nnc4ccccc43)c2c1C
→ -1.2%, 4, 7%, 1, -4%, 0%, 2, -3, -10
CC(C)c1ccc(C2CC(=O)Nc3cc4c(cc32)OCCO4)cc1 (centres undefined)
→ 3.1%, -3, -6%, 28, -14%, 7%, 10, 4, 12
CC1CCCN(C2(O)C(=O)Nc3ccc(Br)cc32)C1 (centres undefined)
→ -0.1%, 2, 11%, 0, 2%, -3%, 12, 1, 13
CC1CN(C(=O)CCC(=O)NC2CCCCC2)c2ccccc2S1 (centres undefined)
→ 2.7%, -5, 2%, 1, -6%, -5%, 0, -3, -1
COC(=O)[C@@]1(Cc2ccccc2)[C@H]2C(=O)N(Cc3ccccc3)C(=O)[C@H]2[C@H]2CN(C)C(=NCc3ccccc3)N21
→ ., ., 4%, ., 0%, 1%, ., -9, .
COC(=O)[C@]1(C)CCC[C@@]2(C)C3CC[C@]4(OC(C)=O)C[C@@]3(CCC21)CC4=NO (some centres undefined)
→ -0.3%, 4, 7%, -4, -8%, -5%, 14, -2, .
Cc1cc(C)c(S(=O)(=O)NCc2cn3c(C)csc3n2)c(C)c1
→ 1.2%, -2, 6%, 3, 0%, 1%, -7, -1, -4
CCOC(=O)Nc1oc2ccccc2c(=O)c1C
→ 0.7%, 3, 1%, 3, -4%, -4%, 15, -5, 22
CCC1Oc2ccccc2N(CC(=O)NC2CCCC2)C1=O (centres undefined)
→ -0.8%, -9, 9%, 3, -4%, -4%, 4, -12, -11
CCOc1cc(/C=C2/N=C(C)C(C(=O)OC)=C2O)ccc1O
→ -4.8%, -3, -1%, 3, -4%, 1%, -2, 5, 3
CN1CCN(C(=S)c2cn(CCOc3ccccc3F)c3ccccc23)CC1
→ 1.7%, -1, 10%, 1, 0%, -6%, -7, -5, 8
O=C(c1cc([N+](=O)[O-])ccc1N1CCCC1)N1CCCC1
→ 3.3%, -5, 5%, 1, 4%, -6%, 6, -6, 9
CCCn1nc2cc(C(=O)NCc3ccccc3OC)ccc2c1OCC
→ -0.9%, 14, -1%, 0, -5%, -5%, -5, -9, -16
COc1ccc(C2C(C(C)=O)=C(O)C(=O)N2CCCn2ccnc2)cc1 (centres undefined)
→ 0.7%, -5, -9%, 1, 2%, -2%, 6, 6, 2
CSCCC1NC(=O)C(C(C)=NNC(N)=O)=C1O (centres undefined)
→ ., ., -1%, ., 0%, -4%, ., 7, .
Cc1ccc(Cl)cc1N1CCN(C(=O)CN2C(=O)COc3ccc(S(=O)(=O)N4CCC(C)CC4)cc32)CC1
→ -0.4%, 1, 3%, 2, -2%, -1%, 6, -7, 14
Cc1ccc(S(=O)(=O)N(CC(=O)NCC2CCCO2)Cc2ccc(F)cc2)cc1 (centres undefined)
→ -2.1%, -4, 3%, 2, 0%, -3%, 3, -4, 0
COCCOc1cc(NCc2ccccc2)c2ncn(C(C)C)c2c1
→ ., ., 4%, ., 0%, -2%, ., 18, .
COc1ccc(NC(=O)N2CCCC2C(=O)NC2CCCC2)cc1 (centres undefined)
→ 6.0%, ., -10%, 6, -2%, -4%, -2, -2, -10
CC(C)(C)c1ccc(C(=O)NC(=S)Nc2sc3c(c2C#N)CCC3)cc1
→ -0.7%, -1, 0%, 11, -4%, -3%, 11, -11, -16
COc1ccc(NC(=O)N(Cc2cccnc2)Cc2ccccc2Cl)c(OC)c1
→ ., ., -7%, ., 0%, -3%, ., 3, .
CCCNS(=O)(=O)c1ccc(CCC(=O)NCc2ccc3c(c2)OCO3)cc1
→ 2.1%, -1, -1%, 3, -1%, -7%, 2, -3, 11
O=C(CSCc1ccccc1Br)NC1CC1
→ 1.0%, -1, -11%, 3, -5%, -1%, -7, -3, 20
Cc1ccc(CNC(=O)CCS(=O)(=O)c2ccc3c(c2)CC(C)N3C(=O)C2CC2)cc1 (centres undefined)
→ 1.5%&1.4%, -6&-2, -13%&0%, 2&1, ?, -4%&-4%, 3&-13, -4&-6, 5&3
COc1ccc([C@H]2C=C(C(=O)O)O[C@@H](OCc3ccc(CO)cc3)C2)cc1
→ 3.2%, -2, 1%, 2, 4%, -2%, 1, -17, -2
Cc1ccccc1C(=O)NNc1ncnc2c1cnn2C
→ 18%, -5, -3%, 0, -6%, -4%, 10, 9, -9
O=C(N/N=C/c1cccc([N+](=O)[O-])c1)C1CC(=O)N(c2ccc(Br)cc2)C1 (centres undefined)
→ 1.5%, 4, 5%, 5, -9%, -1%, -5, -2, 1
O=C(Nc1ccccc1-c1nc2ccccc2s1)c1ccc(F)cc1
→ 18%, -2, 2%, -1, -5%, -3%, -6, -5, -19

Full records, quoted from the list. Order of values: RXFP1 ag	D1 PAM	Vif-A3F inh	D1 agonist	Vif-A3G inh	Glioma ERSR ind	D2 potentiator	LDHA inh	D1 antag
CSCCC1NC(=O)C(C(C)=NNC(N)=O)=C1O (centres undefined) as listed: .	.	-1%	.	0%	-4%	.	7	.
O=C(N/N=C/c1cccc([N+](=O)[O-])c1)C1CC(=O)N(c2ccc(Br)cc2)C1 (centres undefined) as listed: 1.5%	4	5%	5	-9%	-1%	-5	-2	1

Next section:
Values in the order – RXFP1 ag, D1 PAM, Vif-A3F inh, D1 agonist, Vif-A3G inh, Glioma ERSR ind, D2 potentiator, LDHA inh, D1 antag
Cc1c(C(=O)N2CCCCC2)c(S(=O)(=O)NCc2ccc(Cl)cc2)c(C)n1C
→ 0.3%, -2, -1%, 0, 1%, 3%, 8, 2, 9
CCN(c1ccc(OC)cc1)S(=O)(=O)N1CCCC(C(=O)NCc2ccccc2Br)C1 (centres undefined)
→ -0.1%, 2, 2%, 22, 2%, -2%, 13, -5, 6
Cc1cc(C)nc(SCc2nnc(SCC(=O)OC3CCCCC3)o2)n1
→ 4.1%, -2, 1%, 5, -3%, 5%, -6, 0, -21
O=S1(=O)N(Cc2ccccc2F)CCCN1Cc1c(F)cccc1Cl
→ 0.1%, -5, -4%, 15, 5%, -3%, 7, -4, -2
COC(=O)c1cccc2c(C(=O)O)cc(-c3ccccc3)nc12
→ ., ., 1%, ., -5%, -6%, ., 7, .
S=C(NCCN1CCOCC1)Nc1cccc(Cl)c1
→ 1.6%, -2, -17%, 2, 1%, -3%, 10, -5, 7
CCCN1Cc2cccc(C(=O)N3CCN(c4ccccc4)CC3)c2C1=O
→ -0.1%, 5, 3%, 1, 0%, -3%, 0, 2, -3
O=C1C(=O)N(CCN2CCOCC2)C(c2cccnc2)/C1=C(/O)c1ccccc1 (centres undefined)
→ 1.4%, -4, ., 1, ., ., 13, ., -19
O=S(=O)(NC1CCCCC1Oc1ccccc1)c1ccc(Cl)cc1 (centres undefined)
→ 1.0%, -4, -13%, 2, 1%, -6%, 9, -7, 1
Cc1ccccc1-c1noc(-c2ccc(NCc3ccco3)c([N+](=O)[O-])c2)n1
→ 5.6%, 3, -4%, 4, -4%, 0%, 0, -1, -1
COc1cccc(-c2c(C(=O)N/N=C/c3ccc(C)o3)nnn2-c2nonc2N)c1
→ 0.1%, 1, 5%, 4, 2%, 1%, 2, -4, 7
CN(C)C(CNC(=O)CNC(=O)Cc1cccc2ccccc12)c1ccccc1 (centres undefined)
→ 0.9%, ., 4%, 11, 1%, 7%, 4, -5, 3
NC(=O)CC(NC(=O)c1cccc(Br)c1)c1ccc(NC2CCCCCCCCCCC2)c([N+](=O)[O-])c1 (centres undefined)
→ 0.2%, 6, 4%, 1, -1%, -5%, -1, 0, -1
O=Nc1c(O)[nH]c2c(F)cccc12
→ 1.3%, 2, -6%, 0, 0%, -6%, 1, -2, -10
O=C(c1c(Cl)nc2sccn12)N1CCCc2ccccc21
→ -0.1%, 0, 1%, 7, -2%, -4%, 2, 4, -7
COc1cc(S(=O)(=O)N2CCCCCC2)ccc1Cl
→ 0.4%, 0, ., 7, -1%, 0%, 4, 2, -14
CS(=O)(=O)N(CC(=O)Nc1ccc(S(=O)(=O)N2CCOCC2)cc1)c1cccc(F)c1
→ -1.4%, -3, 2%, 1, -5%, -2%, 3, 3&-9, -19
COc1cc(C2C(N3C(=O)c4ccccc4C3=O)C(=O)N2c2ccc(C)c(C)c2)cc(OC)c1OC (centres undefined)
→ 0.0%, -5, 10%, 8, 0%, 0%, 0, 0, 5
CCN(C(=O)CSc1nnc(-c2ccncc2)n1C)C1CCS(=O)(=O)C1 (centres undefined)
→ -0.1%, 6, -1%, -1, 0%, -2%, 12, -3, 1
CCc1ccc(NC(=O)CSc2ccc3nc(-c4ccc(OC)cc4)cn3n2)cc1
→ ?, -2, -6%, 4, -2%, 5%, 4, -5, -18
Cc1ccccc1N1CCN(C(=O)c2cc(C3CC3)nn2-c2ccccc2)CC1
→ 0.7%, 4, -11%, 3, -14%, 1%, 2, 2, 23
CN(C)CCCOC(=O)c1ccc(Br)cc1
→ -0.6%, -9, -2%, 3, 1%, -2%, -8, -7, -14
CCOc1ccc(CCNC(=O)COC(=O)Cn2cnc3ccccc3c2=O)cc1OCC
→ 3.5%, -4, -3%, 1, 3%, -4%, -7, 1, -12
C(#Cc1ccccc1)CN1CCN(c2ccccn2)CC1
→ -0.3%, -7, 0%&4%, 2, -1%&1%, 2%&9%, -17, -7&-4, 5
COc1cccc(-n2cnc3cccc(N)c32)c1
→ -1.9%, 0, -11%, 3, -12%, -2%, -4, 7, -16
CCOC(=O)CCN1C(=O)c2ccccc2Sc2ncccc21
→ 1.3%, 0, 1%, 2, 0%, 1%, -2, -2, 0
O=C1COc2ccc(C(=O)NC3CC3)cc2N1
→ 2.0%, -5, -22%, 4, -3%, -7%, -1, -7, 10
O=C(Cn1nnc2ccccc21)NC1CCCCC1
→ -0.1%, -3, 0%, 3, 1%, 1%, 9, 1, 8
CC(=O)Nc1ccccc1NC(=O)C/C(C)=N/NC(=O)C1CCCCC1
→ -0.2%, -3, 13%, -4, 0%, -3%, -12, 1, 2

Assay outcomes from PubChem.

An excerpt; rates above refer to the full screens.
